Assay outcomes (PubChem)
F508del corr: CFTR F508del correction in bronchial cells; CFBE cells, YFP halide quenching; stimulated with forskolin plus potentiator P3; % fluorescence drop versus neutral controls; activity (quench increase), % at 7.58 µM; 0.36% of 350,000 active; AID 720511;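 active means mean added fluorescence quench of at least 8% versus neutral control, with both replicates also reaching 8%; inconclusive means only one of the mean or replicate conditions met; inactive means mean below 8% and not both replicates reaching 8%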;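 further: cells transiently co-express mutant CFTR-F508del with the halide-sensitive YFP; corrector assay measuring rescue of mutant channel to the surface after 24 h compound exposure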
ERp5 inh: inhibitors of human ERp5; 0.05% of 350,000 active; inhibition, % at 9.99 µM; ERp5 insulin aggregation, absorbance 650 nm, 90 min; Q15084;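 active means mean replicate inhibition above about 25%, with every replicate also reaching it, limit read from the data, passing the limit was not always enough; inconclusive means only one of those two criteria met; inactive means neither criterion met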
Target sequence (Q15084 whole entry, looked up): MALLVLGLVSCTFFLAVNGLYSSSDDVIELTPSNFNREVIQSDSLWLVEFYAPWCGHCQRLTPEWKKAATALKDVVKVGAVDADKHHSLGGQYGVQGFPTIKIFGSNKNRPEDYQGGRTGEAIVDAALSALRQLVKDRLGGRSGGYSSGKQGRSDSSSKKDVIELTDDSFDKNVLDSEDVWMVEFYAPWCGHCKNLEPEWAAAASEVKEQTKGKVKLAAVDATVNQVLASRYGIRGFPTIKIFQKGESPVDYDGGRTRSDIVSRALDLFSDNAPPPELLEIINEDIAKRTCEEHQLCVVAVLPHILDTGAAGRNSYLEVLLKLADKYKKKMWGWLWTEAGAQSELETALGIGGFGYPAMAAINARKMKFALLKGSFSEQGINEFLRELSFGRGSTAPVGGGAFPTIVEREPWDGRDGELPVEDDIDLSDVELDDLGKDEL
SIRT5 block: sirtuin-5 (human) deacylase inhibition; Purified SirT5, succinyl-peptide AMC, trypsin-coupled fluorescence; 1.1% of 330,000 active; inhibition, % at 15 µM; in the data active means inhibition above about 15%; inconclusive means no clear call, values can overlap the other calls
Target sequence (Q9NXA8 whole entry, looked up): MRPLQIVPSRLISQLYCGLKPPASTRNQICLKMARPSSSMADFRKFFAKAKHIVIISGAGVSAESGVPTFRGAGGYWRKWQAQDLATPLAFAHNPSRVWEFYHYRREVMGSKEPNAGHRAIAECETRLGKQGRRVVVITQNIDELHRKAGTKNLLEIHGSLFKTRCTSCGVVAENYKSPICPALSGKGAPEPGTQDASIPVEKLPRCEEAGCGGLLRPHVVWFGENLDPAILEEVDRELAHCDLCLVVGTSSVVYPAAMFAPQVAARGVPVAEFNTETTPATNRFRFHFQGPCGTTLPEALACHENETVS
DENV2 CPE rescue: inhibitors of DENV2 cytopathic effect. CPE inhibition, % at 9.99 µM. AID 651640. DENV2-infected cells, cytopathic effect rescue, plate reader. 1.7% of 350,000 active; in the data active means CPE inhibition above about 20%, passing the limit was not always enough; inconclusive means no clear call, values can overlap the other calls; tested in BHK-21 cells;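 further: 0% = median of neutral control wells and 100% = median of positive control wells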
CASP6 VEID inh: inhibitors of human caspase-6 | inhibition, % at 12.5 µM | AID 686996 | purified caspase-6, Z-VEID-R110 cleavage fluorescence | 0.53% of 350,000 active | P55212;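 active means mean inhibition across replicates at least about 35%, with every replicate also reaching that limit, limit read from the data; inconclusive means only one of the two criteria met; inactive means neither criterion met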;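 further: 0% = median of neutral control wells and 100% = no fluorescence left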
Target sequence (P55212 24-179 limits assumed): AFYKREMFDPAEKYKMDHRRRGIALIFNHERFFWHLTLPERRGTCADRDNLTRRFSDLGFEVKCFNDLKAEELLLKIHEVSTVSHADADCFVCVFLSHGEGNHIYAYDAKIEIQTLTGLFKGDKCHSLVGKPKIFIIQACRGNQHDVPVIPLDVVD
Target sequence (P55212 194-293 limits assumed): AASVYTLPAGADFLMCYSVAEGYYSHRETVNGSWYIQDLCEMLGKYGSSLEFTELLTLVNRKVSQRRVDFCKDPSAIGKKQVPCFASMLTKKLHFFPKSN
ERAP1 inh: ERAP1 (human) enzyme inhibition; recombinant ERAP1, Leu-AMC fluorescence, 60 min; Q9NZ08; 0.15% of 340,000 active; inhibition, % at 10.7 µM; AID 652197;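 active means mean replicate inhibition of at least 30%, or all replicates individually reaching that 30% level; inactive means mean below 30% and not every replicate reaching it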;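 further: 0% = neutral control wells and 100% = L-leucinethiol positive control wells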
miR122 inh: blocks miR-122 activity in Huh7 sensor cells | activation (reporter increase), % at 12.5 µM | 0.3% of 340,000 active | Huh7 miR-122 Renilla luciferase sensor, 48 h; neutral wells = 0, positive control = 100;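 active means mean replicate activation score at least 90 and every replicate individually at or above 90; inconclusive means only one of the two criteria met; inactive means neither criterion met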;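 further: higher luciferase means less miR-122 activity so hits act as miR-122 inhibitors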
* hit, by the source's call; ? = inconclusive; nt = not tested or not shown; [ ] = dose if it differs, or a comment. Not a hit list; 4% or so of the library scored in one or more.

SMILES | F508del corr | ERp5 inh | SIRT5 block | DENV2 CPE rescue | CASP6 VEID inh | ERAP1 inh | miR122 inh
COc1ccc(OCC(=O)N(Cc2cccs2)C2CCS(=O)(=O)C2)cc1 (configuration not stated) | 4.5 | -4 | -3 | 1 | 3 | -2 | nt
CCOC(=O)Cn1c(=O)oc2cc(S(=O)(=O)NCc3cccs3)ccc21 | -1.2 | 4 | nt | 1 | 3 | nt | 0
Cc1nc2c(C)cccn2c1/C(O)=C1\C(=O)C(=O)N(CCN(C)C)C1c1ccco1 (configuration not stated) | 0.2 | 1 | -2 | 1 | -4 | 1 | nt
CCOc1ccc(CCN2C(=S)N([C@@H](Cc3ccccc3)CN3CCCC3CN3C(=S)NC[C@@H]3Cc3ccccc3)C[C@@H]2Cc2ccc(O)cc2)cc1 (some centres not stated) | 4.1 | 5 | -1 | 4 | -3 | 0 | nt
CCN(CC)S(=O)(=O)c1ccc(/C=C/C(=O)Nc2c(C)n(C)n(-c3ccccc3)c2=O)cc1 | 2.3 | -2 | nt | 1 | 1 | -1 | nt
COC(=O)c1c(N2C(=O)CC(Sc3ccccc3C(=O)O)C2=O)sc2c1CCCC2 (configuration not stated) | -2.6 | 0 | -3 | 2 | 4 | 3 | nt
Cc1ccc(N2CC(C(=O)Nc3ccc4c(c3)OCO4)CC2=O)cc1C (configuration not stated) | 0.0 | 5 | -3 | 0 | 1 | -6 | nt
COc1ccc(-n2cc(C(=O)c3ccc4ccccc4c3O)cn2)cc1 | -1.8 | 0 | nt | 8 | 2 | 6 | -7
COc1ccccc1-c1cn(CC[C@H]2CC[C@@H](NC(=O)c3cnccn3)[C@@H](CO)O2)nn1 | -3.1 | 3 | 5 | nt | nt | nt | nt
C[C@@H]1CN([C@@H](C)CO)C(=O)c2cc(NS(C)(=O)=O)ccc2O[C@@H]1CN(C)S(=O)(=O)c1ccc(F)cc1 | 0.4 | 12 | -4 | 4 | 0 | -1 | 7[16.7 µM]
CN1Cc2ccccc2N(CC(=O)NCc2ccccc2)C1=O | 0.9 | 6 | -3 | 18 | -1 | -3 | nt
CCOC(=O)c1c(-c2ccc(OC)cc2)csc1/N=C/N(C)C | nt | 5 | -3 | -4 | 0 | 1 | nt
C[C@H]1CN([C@@H](C)CO)C(=O)c2cc(C#CCc3ccccc3)cnc2O[C@H]1CN(C)C(=O)C1CCC1 | -2.2 | -3 | -1 | 7 | 3 | -2 | -14[16.7 µM]
C[C@@H]1CN([C@@H](C)CO)C(=O)c2cc(NC(=O)Nc3cccc4ccccc34)ccc2O[C@H]1CN(C)Cc1ccncc1 | 0.5 | 3 | 3 | 8 | 3 | 4 | 0[16.7 µM]
C[C@@H](NC(=O)C[C@@H]1C[C@H]2c3cc(NC(=O)C4CCC4)ccc3O[C@H]2[C@@H](CO)O1)c1ccccc1 | 1.4 | -2 | -1 | -3 | -1 | 0 | 2[16.7 µM]
CNC(=O)C[C@@H]1CC[C@@H]2[C@H](COC[C@@H](O)CN2Cc2ccncc2)O1 | -1.0 | -5 | -2 | 25* | -1 | 2 | 1[16.7 µM]
CN(C)C(=O)c1cccc(-c2ccc([C@@H]3[C@@H](CO)N4CCCCN(CCC(F)(F)F)C[C@@H]34)cc2)c1 | -0.1 | 0 | 3 | 7 | 0 | -2 | 2[16.7 µM]
Cc1ccc(S(=O)(=O)NCC[C@H]2CC[C@@H](NC(=O)NC(C)C)[C@H](CO)O2)cc1 | -0.9 | -6 | 4 | -5 | 0 | 0 | nt
CN(C)c1cc[n+](CC(=O)Nc2cc(C(F)(F)F)ccc2Cl)cc1 | 2.4 | 1 | -2 | -1 | -6 | 1 | nt
CC1(C)Oc2ccc(NC(=O)c3ccco3)cc2O1 | nt | 1 | 0 | nt | 0 | -1 | nt
N#Cc1ccc(NCCc2ccccn2)c([N+](=O)[O-])c1 | nt | 1 | 0 | 2 | 2 | -2 | 7
O=C(NCc1ccccc1)c1cnc(Cl)c(Cl)c1 | 0.4 | -2 | -1 | -2 | 2 | -3 | -6
Cc1csc(NC(=O)CCSCCc2ccccn2)n1 | 1.0 | -6 | 0 | 1 | 0 | -2 | 2
COc1ccc(S(=O)(=O)Nc2ccc3c(c2)C(=O)N([C@@H](C)CO)C[C@H](C)[C@H](CN(C)Cc2ccc(C(=O)O)cc2)OCCCC[C@@H](C)O3)cc1 | -1.6 | -4 | 1 | 13 | 1 | -5 | 5[16.7 µM]
Fc1ccccc1Cc1noc(CN2CCN(C/C=C/c3ccccc3)CC2)n1 | 0.2 | 1 | -7 | -3 | 0 | 0 | 1
(list continues)
SMILES | F508del corr | ERp5 inh | SIRT5 block | DENV2 CPE rescue | CASP6 VEID inh | ERAP1 inh | miR122 inh
C[C@H](CO)N1C[C@H](C)[C@H](CN(C)S(=O)(=O)c2cccs2)Oc2ccc(N(C)C)cc2C1=O | 1.0 | 1 | 1 | 9 | 4 | 3 | 11[16.7 µM]
C[C@@H]1CN([C@@H](C)CO)C(=O)c2cc(NS(=O)(=O)c3ccccc3)ccc2O[C@H]1CN(C)Cc1ccc(C(F)(F)F)cc1 | -1.2 | -1 | 5 | 1 | 1 | -3 | -8[16.7 µM]
Cc1ccc(S(=O)(=O)NC(=O)c2cccc(Br)c2)cc1 | 0.4 | 6 | -1 | -4 | 0 | -5 | 1
COc1ccc(S(=O)(=O)Nc2c(C(=O)O)[nH]c3ccccc23)cc1 | 5.4 | 6 | -1 | 2 | 3 | -1 | 8
CCOc1ccc(N2C(=O)CN(CC(=O)OC)C2=S)cc1 | 1.9 | -4 | -5 | nt | 1 | 5 | -4
COc1ccc(C2=NOC(C3(S(=O)(=O)c4ccccc4)CC(O)C3)C2)cc1 (configuration not stated) | -3.9 | 0 | -1 | ? | 6 | -3 | 0
CC1CC(=O)Nc2ccccc2N1C(=O)CN1CCN(c2ccccc2)CC1 (configuration not stated) | nt | 4 | 0 | 7 | 0 | 5 | nt
N#C/C(=C/c1ccc(-c2ccccc2[N+](=O)[O-])o1)C(N)=O | -2.7 | 1 | -1 | 0 | 3 | 0 | nt
CCCCOc1ccc(C(=O)NCC(=O)N2CCN(Cc3ccc4c(c3)OCO4)CC2)cc1 | 0.8 | -1 | 4 | 14 | -1 | -5 | -9
C[C@H]1CN([C@@H](C)CO)C(=O)c2cccc(NC(=O)CCCCCC(=O)Nc3ccccc3N)c2O[C@@H]1CN(C)CC1CC1 | 1.2 | 14 | 5 | 7 | 0 | -2 | nt
C[C@H]1CCCCO[C@@H](CN(C)CC2CCCCC2)[C@@H](C)CN([C@@H](C)CO)C(=O)c2cc(NS(=O)(=O)c3ccccc3)ccc2O1 | -0.6 | 0 | 9 | 1 | 0 | 2 | 1[16.7 µM]
Cc1ccc(/C=N/NC(=O)c2ccc(OC3CCCC3)cc2)o1 | -0.3 | 3 | -1 | 2 | 3 | -5 | -9
C[C@H]1CCCCO[C@H](CN(C)CC2CCCCC2)[C@@H](C)CN([C@@H](C)CO)C(=O)c2cc(NC(=O)Nc3ccc4c(c3)OCO4)ccc2O1 | 0.9 | -15 | -19 | 5 | 1 | -6 | -23[16.7 µM]
C[C@@H]1CN([C@@H](C)CO)C(=O)c2cc(NC(=O)Nc3ccc(C(F)(F)F)cc3)ccc2O[C@H]1CN(C)Cc1ccc2c(c1)OCO2 | 1.1 | 10 | -4 | -4 | 0 | 0 | -2[16.7 µM]
COC(=O)c1cc(NS(=O)(=O)c2ccc(N3CCC(C)CC3)c([N+](=O)[O-])c2)cc(C(=O)OC)c1 | 2.0 | 0 | -6 | 17 | -7 | 1 | -7
CCC(=O)N(C)C[C@H]1Oc2cc(-c3ccccc3F)ccc2S(=O)(=O)N([C@@H](C)CO)C[C@H]1C | 0.7 | 1 | -1 | -7 | 2 | 2 | -23[16.7 µM]
N#C/C(=C\Nc1ccc2cn[nH]c2c1)c1nc(-c2ccccc2)cs1 | 3.1 | -3 | -3 | 0 | 1 | 2 | nt
CO[C@@H]1CN(C)C(=O)c2ccc(NC(=O)Nc3cccc(F)c3)cc2OC[C@@H](C)N(C(C)=O)C[C@H]1C | -1.2 | -1 | 2 | 109* | nt | nt | nt
O=[N+]([O-])c1cc(-c2cnc3ccccc3n2)ccc1Oc1ccc(Cl)cc1 | -0.7 | -7 | 2 | 9 | -2 | 0 | nt
COc1ccc(S(=O)(=O)Nc2ccc3c(c2)C(=O)N([C@@H](C)CO)C[C@H](C)[C@@H](CN(C)Cc2ccc4c(c2)OCO4)OCCCC[C@@H](C)O3)cc1 | 3.7 | -12 | -1 | 24* | -1 | -2 | -6[16.7 µM]
Cc1noc(C)c1NC(=O)Nc1ccc2c(c1)CC(=O)N([C@@H](C)CO)C[C@H](C)[C@@H](CN(C)Cc1ccc3c(c1)OCO3)O2 | -0.8 | 4 | 0 | -3 | -1 | -1 | 4[16.7 µM]
Cc1ccc(Cn2cc(CCC(=O)O)c3ccccc32)cc1 | 1.2 | 1 | -3 | 0 | 4 | -1 | -7
O=C(O)CCC1(CCC(=O)O)CCCC(CCC(=O)O)(CCC(=O)O)C1=O | 0.5 | 3 | -2 | -6 | 9 | -1 | -10
COC(=O)c1cc(C)[nH]c2c(C)cc3nc4ccccc4c3c12 | -0.2 | -1 | -3 | -4 | 5 | -4 | nt
COc1ccc(NC(=O)Nc2ccc3c(c2)CC(=O)N([C@H](C)CO)C[C@H](C)[C@@H](CN(C)CC2CCCCC2)O3)cc1 | 1.7 | -5 | 1 | -5 | -3 | 0 | -14[16.7 µM]

3 records picked at random from those above, as already listed:
SMILES | F508del corr | ERp5 inh | SIRT5 block | DENV2 CPE rescue | CASP6 VEID inh | ERAP1 inh | miR122 inh
C[C@@H]1CN([C@@H](C)CO)C(=O)c2cc(NS(=O)(=O)c3ccccc3)ccc2O[C@H]1CN(C)Cc1ccc(C(F)(F)F)cc1 | -1.2 | -1 | 5 | 1 | 1 | -3 | -8[16.7 µM]
N#C/C(=C\Nc1ccc2cn[nH]c2c1)c1nc(-c2ccccc2)cs1 | 3.1 | -3 | -3 | 0 | 1 | 2 | nt
Cc1ccc(S(=O)(=O)NC(=O)c2cccc(Br)c2)cc1 | 0.4 | 6 | -1 | -4 | 0 | -5 | 1

Continued:
SMILES | F508del corr | ERp5 inh | SIRT5 block | DENV2 CPE rescue | CASP6 VEID inh | ERAP1 inh | miR122 inh
COc1ccc(NC(=O)Nc2ccc3c(c2)CC(=O)N([C@H](C)CO)C[C@H](C)[C@H](CN(C)Cc2ccccc2)O3)cc1 | 2.0 | 4 | 3 | -7 | -1 | -2 | -9[16.7 µM]
O=C(COc1ccccc1Cl)N1CCc2ccccc2C1 | -4.5 | -1 | -2 | 3 | 1 | -3 | -16
O=c1oc2ccc(Cl)cc2nc1/C=C(\O)c1ccco1 | -4.5 | 4 | 0 | -4 | 4 | nt | nt
CCCS(=O)c1nc(C)cc(C)c1S(C)(=O)=O (configuration not stated) | -0.1 | -3 | 1 | 18 | 0 | -2 | nt
CCc1cc2cc(C)cc(C)c2nc1SCC(=O)Nc1cc(C)on1 | 0.1 | 4 | -1 | 6 | 0 | 0 | nt
O=C(/C=C/c1ccc2c(c1)OCO2)Nc1nncs1 | 0.1 | 1 | -3 | -1 | 0 | 2 | -1
C[C@@H]1CN([C@H](C)CO)C(=O)c2cc(NC(=O)CCN3CCOCC3)ccc2O[C@H]1CN(C)CC1CCCCC1 | -0.4 | nt | nt | 1 | nt | nt | 10[16.7 µM]
O=C(NNC(=O)c1ccccc1Cl)c1cc2cc(OC(F)(F)F)ccc2[nH]1 | -1.6 | 2 | 0 | 10 | -1 | 3 | nt
COc1cccc(C(NC(C)=O)c2nc(-c3cc4ccccc4o3)cs2)c1 (configuration not stated) | 1.9 | -3 | -2 | -6 | 0 | 1 | -13
O=c1[nH]c2ccc(Br)cc2o1 | 1.2 | 3 | -1 | 1 | 0 | 2 | -1
COCCNC(=O)c1ccc2c(c1)ncn2-c1ccc(C)c(Cl)c1 | -2.0 | -2 | -9 | -7 | -2 | 0 | nt
CNC[C@H]1Oc2ccc(NS(=O)(=O)c3ccccc3)cc2CC(=O)N([C@H](C)CO)C[C@H]1C | -1.2 | -2 | -2 | 4 | 3 | 2 | 1[16.7 µM]
CCOc1cc(/C=N/Nc2nc(Nc3ccccc3)nc(N3CCCCC3)n2)ccc1OCC(=O)O | -0.5 | -3 | -5 | 2 | 3 | -1 | 2
COC(=O)c1ccc(CSc2nc3ccccc3c(=O)n2C)o1 | -1.1 | -4 | -2 | 2 | 4 | 3 | -1
